Screening results: PubChem BioAssay, National Center for Advancing Translational Sciences (NCATS)
ERK EGF inh: inhibitors of EGF-stimulated ERK signaling pathway; HEK293-V1b, EGF-stimulated phospho-ERK AlphaScreen; Potency, µM (doses to about 11.5 µM), for inactives: at the top dose activity change, negative = inhibition, actives largely listed as inhibitors; hit rate 0.41% among 130,000; active = well fitted inhibition curve with a large enough effect; inconclusive = small, poorly fitted or top-dose-only effect, or effect the other way;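 also: plate controls were stimulated vehicle wells for no effect and unstimulated vehicle basal for full effect; nearly all actives have a fitted effect of over 55% in size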
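Cell line HEK293 (stable V1b), low serum overnight. Pretreatment: compound 30 min, 37C. EGF 25 nM, 5 min. Detection: SureFire AlphaScreen, 5 h RT. AC50 via standard Hill equation.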
Active calls of the source: *; u = inconclusive; [ ] = remark or other dose. Potency is read from the fitted curve at half-maximal effect. These rows are one share of the data, so the mix of outcomes need not match the whole.

SMILES | ERK EGF inh
O=C(OCc1ccc([N+](=O)[O-])cc1)c1ccccn1 | -5%
O=C(Cc1ccc(S(=O)(=O)N2CCCC2)s1)N1CCN(c2ccccc2)CC1 | 10%
COc1ccc([N+](=O)[O-])cc1NC(=O)C(C)Sc1ccc(C)cc1 (stereo not drawn) | 4%
Cc1ccc(S(=O)(=O)NCc2ccc(C(=O)NCc3cccnc3)cc2)cc1 | 4%
Cc1ccccc1CSCc1nc2ccccc2[nH]1 | 15%
COc1ccc(OCC(=O)NNC(=O)c2cccc(S(=O)(=O)N(C)C)c2)cc1 | 5%
CC(C)(C)c1ccc(/C=N/NC(=O)c2ccccn2)cc1 | 2%
Cc1nn(CCCC(=O)Nc2nccs2)c(C)c1[N+](=O)[O-] | 2%
CNC(=O)NC(=O)Cn1nc2n(c1=O)-c1ccccc1SC2 | 12%[57.5 µM]
Fc1ccc(/C=C\c2nccc3c2[nH]c2ccccc23)cc1 | -5%
CCOCCCn1c(=NC(=O)c2cccs2)c(C#N)cc2c(=O)n3cccc(C)c3nc21 | -10%[57.5 µM]
Cc1cccc2nc(-c3ccco3)c(Nc3ccc4c(c3)OCO4)n12 | 3%
COc1ccc(C(=O)OC2CC3CC[C@H](C2)N3C(C)=O)cc1OC (stereo partly drawn) | -12%
CCOC(=O)Cc1csc(NC(=O)COc2cc(C)cc(C)c2)n1 | u
CCCCCC(=O)N/N=C/c1cc(Br)c(O)c(OC)c1 | -8%
COc1ccc2c(c1OC)C(Cc1ccccc1)N1CCc3cc4c(cc3C1C2)OCO4 (stereo not drawn) | -10%
Cc1ccc(OCC(=O)NNC(=O)C(=O)NC(C)(C)C)cc1 | -2%
Cc1ccc(S(=O)(=O)NC(C)(C)CN2CCc3ccccc3C2)cc1 | -4%[57.5 µM]
Cc1scc(C(=O)NNC(=S)NCc2ccccc2)c1C | 4%
CC(C)=NOc1nc(N2CCOCC2)nc(N2CCOCC2)n1 | 5%[57.5 µM]
O=C(Nc1ccc2c(c1)OCO2)C1CCN(C(=O)c2ccc([N+](=O)[O-])cc2)CC1 | -14%
CO[C@@]1(NC(=O)CSCC#N)C(=O)N2C(C(=O)O)=C(CSc3nnnn3C)CSC21 (stereo partly drawn) | 22%
Cc1nc2sc(C(c3ccccc3)N3CCN(CCO)CC3)c(O)n2n1 (stereo not drawn) | 0%[57.5 µM]
Cc1ccc(C(C)(C)C)c(OCCN2CCCC2)c1 | -2%
COc1ccccc1-c1noc(CSc2nc(N)cc(=O)[nH]2)n1 | 8%
CC(=O)C1=C(O)C(=O)N(c2cccc(C(=O)O)c2)C1c1ccc(F)cc1 (stereo not drawn) | 12%
COc1ccc2c(c1OC)C[N+]1([O-])CCc3cc4c(cc3C1C2)OCO4 (stereo not drawn) | -1%[57.5 µM]
Fc1ccccc1CSc1ccc(-c2ccco2)nn1 | u
CCN1CCN(CCCCSc2ccccc2)CC1 | -21%
O=C(C1=C[C@H](c2ccc(C(F)(F)F)cc2)C[C@H](OCc2ccc(CO)cc2)O1)N1CCN(Cc2ccccc2)CC1 | -7%[57.5 µM]
O=C(C[n+]1cc(-c2ccc(Cl)c(Cl)c2)n2c1CCC2)OCc1ccccc1 | 0%
CCOC(=O)C(C)On1c(SC(C)C(=O)OCC)nc2ccccc2c1=O (stereo not drawn) | -2%
COC(=O)C1C(=O)OC(C)(C)C1C(C)C(=O)c1ccc(C)cc1C (stereo not drawn) | -4%
C[N+](C)(C)CC[N+]1(C)Cc2c(Cl)c(Cl)c(Cl)c(Cl)c2C1 | -7%
CCOC(=O)c1ccc(-c2ccc(/C=N/NC(=O)CN(c3ccccc3Br)S(C)(=O)=O)o2)cc1 | 2%
O=C1C2C3C=CC(C3)C2C(=O)N1c1nc2ccccc2s1 (stereo not drawn) | -9%
CCCC(C)NC(=O)CSc1nnc2ccccn12 (stereo not drawn) | -14%
COc1ccc2c(c1OC)C(=O)NC(C)=C(C(=O)OC(C)(C)C)C2O (stereo not drawn) | -8%[57.5 µM]
CC(C)N(C(=O)CSc1nnnn1-c1ccc2c(c1)OCO2)C(C)C | 7%
COc1ccccc1NC(=O)COc1ccc(/C=N/NC(=O)CSCc2cc(C)cc(C)c2)cc1 | -11%
COC(=O)[C@@]1(Cc2ccccc2)[C@H]2c3cc(C(=O)N(C)C)n(Cc4nc5ccccc5[nH]4)c3C[C@H]2CN1C(=O)c1ccccc1 | 5%
COc1ccc(CNC(=O)CNC(=O)c2c(C)nn(C)c2Cl)cc1 | -10%
O=C(Cc1cccs1)Nc1cccc([N+](=O)[O-])c1 | -9%
S=C(Nc1ccccc1)Nc1ccc(Cl)cn1 | 2%
Cc1cc(C)c(-c2c(O)c3c(n(C)c2=O)CC(C)(C)CC3=O)c(C)c1 | -4%
O=C(Nc1cccc(F)c1)N1CC[C@@]2(CCCN(C(=O)c3ccncc3)C2)C1 | -7%
CCCCNC(=S)Nc1ccc([N+](=O)[O-])cc1 | 6%
CCc1nnc(NC(=O)CSc2nnc(CNC(=O)c3cc(OC)c(OC)c(OC)c3)o2)s1 | 7%
Cc1ccsc1/C=C1\Oc2cc(OCC(=O)c3ccccc3)ccc2C1=O | -5%
Cc1cccn2c(CNC3CCCc4ccccc43)c(C(=O)N3CCCCC3)nc12 (stereo not drawn) | u
Additional entries:
SMILES | ERK EGF inh
Cn1cc(CN2CCCC(CO)(Cc3ccccc3)C2)c2ccccc21 (stereo not drawn) | 8%
COC(=O)CNc1nc(Cl)nc(N2CCC(C)CC2)n1 | -2%[57.5 µM]
CCC(C)c1ccc(NC(=S)NCCn2cc(Br)cn2)cc1 (stereo not drawn) | -6%
Fc1ccc(C2CCCN2Cc2nc(Cc3ccccc3F)no2)cc1 (stereo not drawn) | -1%
COc1ccc(/C=N/Nc2cc(C)nc(N3CCOCC3)n2)c(OC)c1 | 1%[57.5 µM]
Cc1nn(Cc2cccc(C(=O)NCC(C)C)c2)c(C)c1Br | 6%
O=C1CC(c2ccccc2)CC(O)=C1C=Nc1ccc(Cl)cc1 (stereo not drawn) | 5%
COc1ccc(N=Cc2c(O)c3ccccc3n2C(C)=O)cc1 | 8%[57.5 µM]
CCN(CC)C(=O)CN(c1cc(Cl)ccc1OC)S(=O)(=O)c1ccc(C)c([N+](=O)[O-])c1 | 3%
CCOC(=O)c1csc(NC(C)=O)n1 | 0%
Cn1c(=O)c2c(ncn2CC(=O)OCC(=O)Nc2ccccc2Cl)n(C)c1=O | 8%
CCC1CCC(NC(=O)Nc2cccc(OC)c2)CC1 (stereo not drawn) | -7%
CC(SCc1ccccc1)C(=O)N/N=C/c1ccc(OCC(=O)NCc2ccco2)cc1 (stereo not drawn) | -1%
COCCNC(=O)/C(C#N)=C/c1ccc(-c2ccc(S(=O)(=O)N3CCOCC3)cc2)o1 | -4%
CCCC1=C(C(=O)OCC)C(c2ccc(OC)c(CSc3ccccn3)c2)C(C#N)=C(N)O1 (stereo not drawn) | 9%
O=C(NCC1CCN(Cc2ccccc2Cl)CC1)Nc1cccc(Cl)c1 | -3%
N#C/C(=C\c1ccc(N2CCCCC2)c([N+](=O)[O-])c1)c1nn(-c2ccccc2)c(N)c1C#N | -2%
COc1ccc(-c2nc(NC(=O)c3[nH]c(C)c(C(C)=O)c3C)sc2C)cc1 | u
Cc1onc(-c2ccccc2)c1C(=O)N/N=C/C(Br)=C/c1ccccc1 | -12%
OC(COc1cccc2ccccc12)CN1CCN(c2ccc(Cl)cc2)CC1 (stereo not drawn) | 3%[57.5 µM]
Cc1c[nH]c(=O)c([N+](=O)[O-])c1 | 0%[57.5 µM]
CCCCOC(=O)CSc1nc2ccccc2o1 | -1%[57.5 µM]
CC1CCCN(c2nc3c(c(=O)[nH]c(=O)n3C)n2CCSc2ncccn2)C1 (stereo not drawn) | 2%[57.5 µM]
Cn1cc(-c2nc3cnc(Oc4ccccc4)nc3n(CCC#N)c2=O)c2ccccc21 | 5%
Cc1ccc(C2CC(=O)C=C(NCc3ccccc3)C2)cc1 (stereo not drawn) | 18%[57.5 µM]
Cc1cc(OCCN2CCCC2)cc(C(C)C)c1 | 8%
Cc1ccc(C(=O)NC(=S)NCc2ccco2)cc1 | -10%
COc1ccc(Nc2cc(C(=O)NCc3ccccn3)c3ccccc3n2)c(OC)c1 | -8%
COc1ccc(C2C(C(=O)c3cccs3)=C(O)C(=O)N2c2cccc(C)n2)cc1 (stereo not drawn) | 1%[57.5 µM]
COc1ccc(-c2cc(-c3ccco3)[nH]c(=O)c2C#N)cc1 | 23%[57.5 µM]
CC(C)CNC(=S)Nc1ccc(F)cc1 | -2%
O=C(Nc1ccccc1)Nc1cc(S(=O)(=O)N2CCOCC2)ccc1N1CCCC1 | 7%
Cc1ccn2cc(-c3ccc4c(c3)NC(=O)CO4)nc2c1 | -1%
COc1ccc(/C=C/CN2CCN(Cc3ccc(F)cc3)C(CCO)C2)cc1 (stereo not drawn) | -2%
O=C1CC(N2CCc3ccccc32)C(=O)N1c1ccc(F)cc1 (stereo not drawn) | 13%
C=CCn1c(-c2sc(-c3ccccc3)nc2C)n[nH]c1=S | 5%
Cc1cc(C)c(N(C(=O)CN2C(=O)c3ccccc3S2(=O)=O)C(C(=O)NCC2CCCO2)c2ccc(F)cc2)c(C)c1 (stereo not drawn) | -3%
CC(C)(C)c1ccc2c(c1)OC(C(=O)N/N=C\c1ccc(-c3cccc(C(=O)O)c3)o1)CO2 (stereo not drawn) | -19%[57.5 µM]
Cc1c(C(=O)NCc2ccc3c(c2)OCO3)oc2ccccc12 | -3%
CCOC(=O)CC(NC(=O)c1cccc2c1C(=O)N(Cc1cccnc1)C2)c1ccc(OCC)c(OC)c1 (stereo not drawn) | -5%[57.5 µM]
c1ccc(CSc2nc3ncncc3[nH]2)cc1 | 4%[57.5 µM]
O=C(C1=C[C@H](c2csc3ccccc23)C[C@H](OCCCCO)O1)N1CCN(Cc2ccccc2)CC1 | 6%[57.5 µM]
O=C(Nc1ccc(Cl)cc1)c1cccc(N2C(=O)C3C4CCC(C4)C3C2=O)c1 (stereo not drawn) | 1%
O=C(N[C@@H](Cc1ccccc1)C(=O)O)c1ccncc1 | 0%[57.5 µM]
Cc1ccc2c(c1)c(C)cc(=O)n2CCC(=O)O | -9%[57.5 µM]
Cc1ccc(Sc2cc(NCCCO)c([N+](=O)[O-])c3nonc23)cc1 | 9%[57.5 µM]
COc1ccc(NC(=O)c2c(Cl)nc3ccccn23)cc1 | u
COc1ccc(CNc2nc(NCc3ccc(OC)cc3)c3[nH]cnc3n2)cc1 | -16%[57.5 µM]
O=[N+]([O-])c1cccc(C2=NC(c3ccccc3)CO2)c1 (stereo not drawn) | 0%
COc1ccccc1N1C(=O)C2C(c3ccc(F)cc3)NN(C(=O)c3ccc(C)cc3)C2C1=O (stereo not drawn) | -2%

19 of the compounds above, as tab-separated lines.
compound	ERK EGF inh
COc1ccc(C2C(C(=O)c3cccs3)=C(O)C(=O)N2c2cccc(C)n2)cc1 (stereo not drawn)	1%[57.5 µM]
COc1ccc(-c2cc(-c3ccco3)[nH]c(=O)c2C#N)cc1	23%[57.5 µM]
CC(C)CNC(=S)Nc1ccc(F)cc1	-2%
O=C(Nc1ccccc1)Nc1cc(S(=O)(=O)N2CCOCC2)ccc1N1CCCC1	7%
Cc1ccn2cc(-c3ccc4c(c3)NC(=O)CO4)nc2c1	-1%
COc1ccc(/C=C/CN2CCN(Cc3ccc(F)cc3)C(CCO)C2)cc1 (stereo not drawn)	-2%
O=C1CC(N2CCc3ccccc32)C(=O)N1c1ccc(F)cc1 (stereo not drawn)	13%
C=CCn1c(-c2sc(-c3ccccc3)nc2C)n[nH]c1=S	5%
Cc1cc(C)c(N(C(=O)CN2C(=O)c3ccccc3S2(=O)=O)C(C(=O)NCC2CCCO2)c2ccc(F)cc2)c(C)c1 (stereo not drawn)	-3%
CC(C)(C)c1ccc2c(c1)OC(C(=O)N/N=C\c1ccc(-c3cccc(C(=O)O)c3)o1)CO2 (stereo not drawn)	-19%[57.5 µM]
Cc1c(C(=O)NCc2ccc3c(c2)OCO3)oc2ccccc12	-3%
CCOC(=O)CC(NC(=O)c1cccc2c1C(=O)N(Cc1cccnc1)C2)c1ccc(OCC)c(OC)c1 (stereo not drawn)	-5%[57.5 µM]
c1ccc(CSc2nc3ncncc3[nH]2)cc1	4%[57.5 µM]
O=C(C1=C[C@H](c2csc3ccccc23)C[C@H](OCCCCO)O1)N1CCN(Cc2ccccc2)CC1	6%[57.5 µM]
O=C(Nc1ccc(Cl)cc1)c1cccc(N2C(=O)C3C4CCC(C4)C3C2=O)c1 (stereo not drawn)	1%
O=C(N[C@@H](Cc1ccccc1)C(=O)O)c1ccncc1	0%[57.5 µM]
Cc1ccc2c(c1)c(C)cc(=O)n2CCC(=O)O	-9%[57.5 µM]
Cc1ccc(Sc2cc(NCCCO)c([N+](=O)[O-])c3nonc23)cc1	9%[57.5 µM]
COc1ccc(NC(=O)c2c(Cl)nc3ccccn23)cc1	u

(list continues)
SMILES | ERK EGF inh
COc1ccc(-c2cc(CNS(=O)(=O)c3ccccc3)on2)cc1 | -1%
CCOc1cc(C(=O)NCCCn2ccnc2)cc(OCC)c1OCC | -5%
COC(=O)c1ccc(C(NC(=O)OCc2ccccc2)/C(=C/[C@@H](C)C(=O)NCc2cc(C)on2)c2cccnc2)cc1 (stereo partly drawn) | 14%
O=C(CSc1nnc(-c2ccncc2)n1Cc1ccccc1)NC1CCCCC1 | 7%[57.5 µM]
Cn1ccnc1SCC(=O)Nc1nc2ccccc2s1 | u
CCNC(=S)Nc1cc(C)ccn1 | 1%
N#Cc1cnc(N)c(Br)c1 | 0%
O=[N+]([O-])c1ccc(Nc2ccccn2)c([N+](=O)[O-])c1 | -9%
CC(C)(C)/C(O)=C/c1nc2ccccc2[nH]c1=O | 1%
Nc1nc(SCC(=O)NCC2CCCO2)[nH]c(=O)c1NC(=O)c1ccco1 (stereo not drawn) | -13%[57.5 µM]
NC(=O)NC(=O)COC(=O)c1ccc(Cl)c(S(=O)(=O)N(Cc2ccccc2)c2ccc(Cl)cc2)c1 | 12%
